# LDHA block – qHTS assay for inhibitors of human lactate dehydrogenase; activity change, % (values are at about 110 or 230 µM); AID 1347041, 2019; purified LDHA, NADH/diaphorase-resazurin fluorescence; hits give low values; 480,000 tested, 0.15% active; in the data active means activity change below about -30%; inconclusive means mostly about -25% to -30%;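 further: plate controls were DMSO wells for no effect and wells without enzyme for full effect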
#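 Human LDH5 at 2 nM final in Tris HCl pH 7.4 with 0.06 mM NADH and 0.2 mM pyruvate, reacted 5 minutes at room temperature. Remaining NADH coupled via diaphorase/resazurin; resorufin fluorescence read at 0 and 20 minutes, normalized to enzyme-free and DMSO wells.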
# Numbers without * were called inactive; ? = inconclusive.
SMILES,LDHA block
CC(=O)c1cccc(NC(=O)c2n[nH]c(=O)c3ccccc23)c1,-10
CSC(C)C(=O)Nc1ccc(Cl)c(Cl)c1 (configuration not stated),2
COc1ccc(S(=O)(=O)N(C)Cc2cnn(C)c2)cc1OC,-23
N#Cc1cccc(CN2CCC(c3ccnn3CCO)CC2)c1,3
Cc1ccc(S(=O)(=O)N(C)C)cc1NC(=O)COC(=O)c1ccccc1C(F)(F)F,8
Cc1ccc(NC(=O)c2ncoc2-c2cccs2)cc1F,6
COCCNC(=O)COC(=O)c1cc(-c2ccc(Cl)s2)nc2ccccc12,-7
COc1cccc2cc(-c3cc(=O)oc4ccc(C(C)(C)C)cc34)oc12,-3
Cc1nc2ccccc2nc1CS(=O)(=O)C(C)C(=O)NCC(C)C (configuration not stated),6
O=C1CCc2cc(C(=O)NCCc3ccc4c(c3)OCO4)ccc2N1,5
CCc1ccc(CC)c(-c2csc(N)n2)c1,10
CC(C)C(NC(=O)c1cccc(S(=O)(=O)N(C)C)c1)c1ccc2c(c1)OCCO2 (configuration not stated),2
CCOC(CNC(=O)c1ccc2c(c1)ncn2-c1ccc(OC)cc1)OCC,2
OC(CNCc1cccc(Oc2nnnn2-c2ccccc2)c1)c1ccccc1 (configuration not stated),0
c1ccc(CNCCN2CCCC2)nc1,13
CCc1nc(SCC(=O)Nc2cccc(OC)c2)c2c3c(sc2n1)COC(C)(C)C3,-2
Cc1ccc(C(=O)Nc2cc(-c3nc4ccccc4s3)ccc2C)cc1,2
CCOc1ccc(C2C(C#N)=C(SCC(=O)Nc3cccc(C)c3)NC3=C2C(=O)CCC3)cc1 (configuration not stated),2
O=C(N/N=C/c1cccs1)c1cccc(Cl)c1,3
CC(=O)Nc1ccc2nc(-c3cccc(C)c3)oc2c1,2
CC1(C)CCCC(C)(C#CCN2CCC(Cc3ccccc3)CC2)O1 (configuration not stated),12
O=C(NC1CCCC1)C(Cl)c1ccccc1 (configuration not stated),0
CCOc1ccc(-n2c(SCC(=O)OC)nc3ccccc3c2=O)cc1,1
Cc1cnc(NC(=O)C(C)(C)Oc2ccc(Cl)cc2)s1,-10
CCSC1=C(C#N)C(c2ccc(OC)c(OC)c2)C2=C(CC(C)(C)CC2=O)N1 (configuration not stated),-4
COc1c(Cl)cc(Cl)cc1CNCc1cccnc1,-7
CC(=O)NC(C)C(=O)Nc1ccc(SC2CCCC2)cc1 (configuration not stated),0
Cc1cc(C)c(S(=O)(=O)NCCc2sc(-c3cccc(F)c3)nc2C)c(C)c1,5
CC(=O)Nc1cccc(NC(=O)c2cc3ccccc3n2C)c1,-1
CC(C)(C)NC(=O)C(=O)NC(C)(C)C,-11
CC(=O)Nc1cc(C)c(I)cc1C,-1
CN(Cc1ccccc1Cl)C(=O)c1ccccc1O,1
CCC(C)c1ccc(NC(=O)C2CC3C=CC2C3)cc1 (configuration not stated),-3
COC(=O)C(C)Oc1ccc2c(=O)c(-c3ccccc3)coc2c1 (configuration not stated),-4
CN(C)S(=O)(=O)N(CC(=O)N1CCN(c2cccc(Cl)c2)CC1)c1ccc(F)cc1,7
CCCCCCCCCCS(=O)(=O)N/N=C/c1cccc([N+](=O)[O-])c1,12
O=c1[nH]c2ccc(S(=O)(=O)N3CCN(S(=O)(=O)c4ccc5c(c4)OCCO5)CC3)cc2[nH]c1=O,-9
C/C(=N/Nc1ccc(S(N)(=O)=O)cc1[N+](=O)[O-])c1cccc(Cl)c1,1
Cc1cc(Cl)ccc1NC(=O)CCC(=O)N/N=C1\CCCCC1C (configuration not stated),-3
Cc1ccc(C(=O)N2CCC(c3nc4c(nnn4Cc4ccc5c(c4)OCO5)c(=O)[nH]3)CC2)cc1,2
COc1ccc(-c2cc3ccc(OC(C)=O)cc3oc2=O)cc1,6
O=C1NC(C(=O)O)=CC(c2ccccc2Cl)N1 (configuration not stated),8
Cc1ccc(C(=O)/C=C/c2cccc(OC(C)C(=O)O)c2)o1 (configuration not stated),11
COc1ccc(NC(=O)C(=O)c2c[nH]c3ccc(Br)cc23)cc1,13
CCCNc1c(NC(=O)c2ccc(Cl)cc2)c(=O)oc2ccccc12,5

# Another view of some results above:
SMILES	LDHA block
CCOc1ccc(C2C(C#N)=C(SCC(=O)Nc3cccc(C)c3)NC3=C2C(=O)CCC3)cc1 (configuration not stated)	2
O=C(N/N=C/c1cccs1)c1cccc(Cl)c1	3
CC(=O)Nc1ccc2nc(-c3cccc(C)c3)oc2c1	2
CC1(C)CCCC(C)(C#CCN2CCC(Cc3ccccc3)CC2)O1 (configuration not stated)	12
O=C(NC1CCCC1)C(Cl)c1ccccc1 (configuration not stated)	0
CCOc1ccc(-n2c(SCC(=O)OC)nc3ccccc3c2=O)cc1	1
Cc1cnc(NC(=O)C(C)(C)Oc2ccc(Cl)cc2)s1	-10
CCSC1=C(C#N)C(c2ccc(OC)c(OC)c2)C2=C(CC(C)(C)CC2=O)N1 (configuration not stated)	-4
COc1c(Cl)cc(Cl)cc1CNCc1cccnc1	-7
CC(=O)NC(C)C(=O)Nc1ccc(SC2CCCC2)cc1 (configuration not stated)	0
Cc1cc(C)c(S(=O)(=O)NCCc2sc(-c3cccc(F)c3)nc2C)c(C)c1	5
CC(=O)Nc1cccc(NC(=O)c2cc3ccccc3n2C)c1	-1
CC(C)(C)NC(=O)C(=O)NC(C)(C)C	-11
CC(=O)Nc1cc(C)c(I)cc1C	-1
CN(Cc1ccccc1Cl)C(=O)c1ccccc1O	1
CCC(C)c1ccc(NC(=O)C2CC3C=CC2C3)cc1 (configuration not stated)	-3
COC(=O)C(C)Oc1ccc2c(=O)c(-c3ccccc3)coc2c1 (configuration not stated)	-4
CN(C)S(=O)(=O)N(CC(=O)N1CCN(c2cccc(Cl)c2)CC1)c1ccc(F)cc1	7
CCCCCCCCCCS(=O)(=O)N/N=C/c1cccc([N+](=O)[O-])c1	12
O=c1[nH]c2ccc(S(=O)(=O)N3CCN(S(=O)(=O)c4ccc5c(c4)OCCO5)CC3)cc2[nH]c1=O	-9
C/C(=N/Nc1ccc(S(N)(=O)=O)cc1[N+](=O)[O-])c1cccc(Cl)c1	1
Cc1cc(Cl)ccc1NC(=O)CCC(=O)N/N=C1\CCCCC1C (configuration not stated)	-3
Cc1ccc(C(=O)N2CCC(c3nc4c(nnn4Cc4ccc5c(c4)OCO5)c(=O)[nH]3)CC2)cc1	2
COc1ccc(-c2cc3ccc(OC(C)=O)cc3oc2=O)cc1	6
O=C1NC(C(=O)O)=CC(c2ccccc2Cl)N1 (configuration not stated)	8

# Next part:
SMILES,LDHA block
CCCCCCOc1ccccc1/C=N/N=C(N)N,-3
CN(C)CC(C#N)C(O)c1ccccc1 (configuration not stated),3
Cc1cc(C(=O)OCC(=O)Nc2ccccc2F)c2ccccc2n1,-4
Cc1sc2ncnc(OCC(=O)Nc3ccc(S(=O)(=O)N4CCCC4)cc3)c2c1C,9
Cc1ccc(C(=O)Nc2ccc(C(C)C)cc2)c(Cl)c1,-5
CC(NC(C)C1CC2CCC1C2)C(=O)N(C)Cc1cccc(F)c1 (configuration not stated),3
COc1cc(NC2c3ccccc3C(=O)N2c2ccccc2C)cc(OC)c1OC (configuration not stated),-19
CC(C)NCCNC(=O)c1cccs1,7
c1ccc(-c2nc(-c3ccc(C4CCCCC4)cc3)cs2)cc1,0
Cc1cc(C(F)(F)F)nn1CCc1nnc(Nc2ccn(Cc3ccccc3Cl)n2)s1,-18
CC(C)(C)CC(=O)NCCc1cccs1,5
COC(=O)C1=CN(Cc2cccs2)C=C(C(=O)OC)C1c1ccc(C(F)(F)F)cc1,4
CSc1ccccc1C(=O)Nc1ccc(CSc2ccccc2)cc1,0
CN(C)C(CNC(=O)NCC(c1cccs1)N(C)C)c1cccs1 (configuration not stated),7
CCOC(=O)CNC(=O)C1(C)CCC(=O)N1Cc1ccccc1Cl (configuration not stated),-3
O=C(c1ccc(Cl)s1)N(Cc1cccnc1)c1nc2c(F)cc(F)cc2s1,-3
CC(C)Cc1nc(OCC(=O)N2CCOCC2)c(C#N)c2c1CCCC2,-7
CC(NC(=O)/C(=C\c1ccc(F)cc1)NC(=O)c1ccco1)C(=O)O (configuration not stated),-1
CC(=O)N1CCC(C(=O)Nc2ccc(Cl)cc2)CC1,0
O=C(O)c1ccc2c(=O)oc(-c3ccccc3)cc2c1,?
CC(NC(=O)c1n[nH]c(=O)c2ccccc12)c1nnc2n1CCCCC2 (configuration not stated),0
Cc1ccccc1NC(=O)Cn1nc2c(cc1=O)CC(C)CC2 (configuration not stated),-9
CCCCCc1ccc(-c2ccc(C(=O)Oc3ccc(CC)cc3)cc2)nc1,-1
Cc1cc(=O)oc2cc(OCC(=O)NC(C)C34CC5CC(CC(C5)C3)C4)ccc12 (configuration not stated),15
CC(=O)c1ccc(NC(=O)C2CC3CCCC(C2)C3=O)cc1 (configuration not stated),7
CCCc1cc(=O)oc2c(C)c(OCC(=O)NCCCN(C)C)ccc12,-6
Cc1ccc(O)c(C(=O)/C=C/c2ccccc2Cl)c1,-6
Cc1ccc(S(=O)(=O)N(C)C)cc1NC(=O)c1nn(-c2ccccc2)c(=O)c2ccccc12,7
O=C(CCc1c[nH]c2ccccc12)N1CCN(C(=O)C2CC2)CC1,-2
Cc1cc(NC(=O)CSc2nc(Nc3ccccc3)c3ccccc3n2)no1,3
S=C1NC2=C(CCc3ccccc32)C(c2ccc(Cl)cc2)N1 (configuration not stated),23
CC(=O)c1ccc(O)cc1,3
Oc1c(Cl)cc(Cl)cc1C=Nc1cccc2ccccc12,8
NC(CCCc1ccccc1)c1ccccc1 (configuration not stated),6
CC1=C2C(=O)CC(c3ccc(Cl)cc3)CC2=Nc2ccccc2N1 (configuration not stated),1
Cc1ccc(S(=O)(=O)N2CCN(C(=O)c3cc4ccccc4oc3=O)CC2)cc1C,5
CN(C(=O)Cc1cccs1)C1(C(=O)NC2CCCCC2)CCCCC1,3
Clc1ccc2c(N/N=C/c3cccs3)ccnc2c1,5
CC(Oc1ccc2ccc(=O)oc2c1)C(=O)N(C)Cc1cccc(F)c1 (configuration not stated),-21
Brc1cccc(/C=N/Nc2cccc3cccnc23)c1,0
O=C(NC12CC3CC(CC(C3)C1)C2)C1CCCO1 (configuration not stated),5
O=C(c1ccccc1F)N(Cc1cccs1)c1ccc(O)cc1,2
Brc1ccccc1CNCc1ccc(Cn2cncn2)cc1,-7
Cc1c(NC(=O)c2cc3cc(Br)ccc3[nH]2)c(=O)n(-c2ccccc2)n1C,0
CC12CC3CC(C)(C1)CC(C(=O)NC1CCCC1)(C3)C2,-1
CCc1ccc(/C=C/C(=O)c2ccc(O)c(CCCl)c2)cc1,18
CCOc1ccc(NC(=O)c2cc3cc(C)ccc3[nH]2)cc1,5
O=C(CN1CCc2ccccc2C1)N1N=C(c2ccco2)CC1c1cccs1 (configuration not stated),3
Cc1ccc2c(C)c(CCC(=O)Nc3ccc(F)c(Cl)c3)c(=O)oc2c1,0
CCc1ccc(/C=N/O)cc1,1
CCN(c1ccc(-c2csc(C)n2)cc1)S(C)(=O)=O,3
CNC(=O)Cc1ccc(NC(=O)C2CCCCC2)cc1,2
Cc1ccc(-c2c(N)oc3ccccc3c2=O)cc1,-1
COc1cc(OC)c(-n2nnc(-c3nc(-c4ccc(C)cc4)no3)c2C)cc1Cl,2
CCCc1c(C)nc2ncnn2c1Nc1ccc(C)c(C)c1,2
Cc1ccc(NC(=O)Nc2ccccc2Sc2nc3c(c(=O)n(C)c(=O)n3C)n2C)cc1C,-10
CC(C)(C)C(C)(O)C#CCN1CCCC1 (configuration not stated),-3
Brc1ccc(Oc2nc(-c3ccccc3)cs2)cc1,-22
Cc1ccc(N=C2NN=C(c3c[nH]c(C(=O)N4CCCC4)c3)CS2)cc1C,-6
O=C(CN1CCN(c2ccccc2)CC1)Nc1cccc2ncccc12,3

# Later entries.
SMILES,LDHA block
CCOc1ccc2c(=O)c(Oc3ccc(OC)cc3)c(C)oc2c1,1
Cc1nc2ccc(Cl)cc2cc1C(=O)Nc1ccc(C(N)=O)cc1,-6
Cc1cc(C(=O)NC2CC2)c2cc(Br)ccc2n1,3
Clc1ccc(NC2(c3nnnn3-c3ccccc3)CCCC2)cc1,0
COc1ccc(C(=O)c2sc(Nc3ccc(F)cc3)nc2N)cc1,-3
O=C(Nc1nn(Cc2ccc(Cl)c(Cl)c2)cc1Br)c1nc2ncccn2n1,10
Cc1cc(N2CCN(Cc3nc(C)no3)CC2)nc(C(C)C)n1,4
Cc1cc(Nc2cccc([N+](=O)[O-])c2)c2cc(Cl)ccc2n1,-1
Cc1ccc(S(=O)(=O)Oc2ccccc2C2C3=C(CCCC3=O)OC3=C2C(=O)CCC3)cc1,7
CCCCC(CC)C(=O)Nc1c(CC)cccc1CC (configuration not stated),4
Cc1cc(O)c(C(=O)c2cccs2)c(=O)o1,1
CC(C)=CCC/C(C)=C/CNCC(O)CN1CCOCC1 (configuration not stated),1
CC(Sc1ncccn1)C(=O)c1ccc(F)cc1 (configuration not stated),15
COc1ccc(C(NC(=O)Cc2n[nH]c(=O)c3ccccc23)c2ccccc2)cc1 (configuration not stated),1
COc1ccccc1CC(=O)NC1CCCC1,8
NC(=O)C1CCN(c2ncc(-c3ccc(Cl)cc3)s2)CC1,-5
NNc1nc(NCc2ccccc2)nc(Nc2ccccc2)n1,-9
O=C(Nc1ccc(F)cc1)c1ccc2c(Cl)c3c(nc2c1)CCCC3,4
CCCc1cc(C(=O)NC(C)CC)sc1C (configuration not stated),3
Cc1ccc(-c2nc(CC(=O)NCc3ccccc3F)cs2)o1,-17
Cc1cccc(OCC(=O)Nc2nc(-c3ccc(S(=O)(=O)N4CCOCC4)cc3)cs2)c1C,-1
COc1ccc(C(=O)N/C(=C\c2ccc(-c3cccc(Cl)c3)o2)C(=O)NC(C)(C)C)cc1,5
CC(C)OC(=O)C(C)Oc1ccc2c(=O)c(Oc3ccccc3Br)coc2c1 (configuration not stated),0
Cc1ccc(N(C)C(=O)c2cc(-c3ccco3)nc3ccccc23)cc1,4
Cc1nn(-c2ccc(=O)[nH]n2)c2c1C(c1ccc(-c3ccc(F)cc3)o1)CC(=O)N2 (configuration not stated),3
O=C(CN1CCN(C(=O)c2ccc(OCC(F)(F)F)nc2)CC1)Nc1ccc(F)cc1,-5

# Screening results as filed in PubChem BioAssay.

# A portion of the library (hit frequency here may not be typical).
